# Growth percent in the NCI-60 one-dose screen (48 h, 10 µM unless noted): 100 = growth as untreated, 0 = no growth, -100 = all killed.
# SW-620: SW-620 colon cancer | AID 1794795 | hit rate 5.2% among 82,000
# OVCAR-4: OVCAR-4 ovarian cancer cells. hit rate 3.7% among 80,000
# KM12: KM12 colon cancer cells | hit rate 5% among 82,000 | AID 1794800
# SK-OV-3: SK-OV-3 ovarian cancer cells. hit rate 3.2% among 80,000. AID 1794785
# HCT-15: HCT-15 colon cancer; hit rate 5.2% among 82,000; AID 1794746
# HT29: HT29 colon cancer | hit rate 7.4% among 81,000 | AID 1794748
# COLO 205: COLO 205 colon cancer; AID 1794742; hit rate 7.3% among 79,000
# HCT-116: HCT-116 colon cancer. hit rate 7.3% among 82,000. AID 1794798
# IGROV1: IGROV1 ovarian cancer; hit rate 4.7% among 79,000
# * = called active by the depositor; / = no result given; & = joins results of further samples; [ ] = another dose, or the depositor's remark. How the source made its calls: active means growth percent below 10; inactive means the rest. Not a hit list; 12% or so of the library scored in one or more.
cpd | SMILES | KM12 | SK-OV-3 | HCT-116 | IGROV1 | HT29 | COLO 205 | HCT-15 | SW-620 | OVCAR-4
1 | CC[C@]1(O)C[C@@H]2CN(CCc3c([nH]c4ccccc34)[C@@](C(=O)OC)(c3cc4c(cc3OC)N(C)[C@H]3[C@@](O)(C(=O)OC)[C@H](OC(=O)CCCBr)[C@]5(CC)C=CCN6CC[C@]43[C@@H]65)C2)C1 | 7.2* | 31 | 5.2* | 11 | 4.9* | -53* | 11 | 22 | 35
2 | c1ccc(C2=NN(c3ccccc3)C(c3ccccc3)C2)cc1 (stereo not given) | 98 | 106 | 96 | 102 | 86 | 108 | 101 | 101 | 95
3 | NC(N)=Nc1ccc(Oc2cccc(NC(N)=Nc3ccc(I)cc3F)c2)cc1 | 79 | 70 | 90 | 33 | 62 | 49 | 87 | 89 | 81
4 | O=C(/C=C/c1ccc(Br)cc1)c1cccc(OCCCCOc2cccc(C(=O)/C=C/c3ccc(Br)cc3)c2)c1 | 103 | 112 | 99 | 101 | 105 | 112 | 105 | 98 | 101
5 | O=C(O)c1cccc([N+](=O)[O-])c1 | 105 | 113 | 102 | 113 | 111 | 113 | 108 | 111 | 105
6 | O=S(=O)(CCN1CCOCC1)Nc1cc(-c2ccc3ncnc(Nc4ccc(F)c(Cl)c4)c3c2)cnc1Cl | 21 | -25* | 19 | -24* | 15 | -6.1* | 16 | 30 | 12
7 | CC1=[N+](C)c2ccccc2C1(C)C | 101 | 107 | 100 | 104 | 108 | 111 | 108 | 107 | 105
8 | Nc1nc(-c2ccccc2)cs1 | 106&43 | 99&83 | 95&51 | 113&64 | 100&79 | 108&108 | 106&24 | 108&70 | 102&59
9 | O/N=C\c1ccnc2ccccc12 | 108 | / | 99 | 97 | 105 | 123 | 106 | 107 | /
10 | C=CC(=O)Oc1ccc(C(C)(C)c2ccc(OC(=O)C=C)c(Cl)c2)c(Cl)c1 | 96 | 102 | 91 | 103 | 90 | 105 | 90 | 97 | 103
11 | Cc1ccc(C2CC(c3cccc(Nc4ccncc4)c3)=NN2c2cc(Cl)cc(Cl)c2)cc1 (stereo not given) | -67* | 83 | -78* | 15 | -7.3* | -43* | -66* | -58* | 15
12 | Cc1c(C(N)=O)sc2c1c(=O)n(Cc1ccccc1)c1nnc(SCC(=O)Nc3ccc(Cl)cc3)n21 | 55 | 25 | 2.8* | 23 | 37 | 51 | 83 | 36 | -80*

# The last 6 compounds of the part before are carried over, then new ones follow.
cpd | SMILES | KM12 | SK-OV-3 | HCT-116 | IGROV1 | HT29 | COLO 205 | HCT-15 | SW-620 | OVCAR-4
7 | CC1=[N+](C)c2ccccc2C1(C)C | 101 | 107 | 100 | 104 | 108 | 111 | 108 | 107 | 105
8 | Nc1nc(-c2ccccc2)cs1 | 106&43 | 99&83 | 95&51 | 113&64 | 100&79 | 108&108 | 106&24 | 108&70 | 102&59
9 | O/N=C\c1ccnc2ccccc12 | 108 | / | 99 | 97 | 105 | 123 | 106 | 107 | /
10 | C=CC(=O)Oc1ccc(C(C)(C)c2ccc(OC(=O)C=C)c(Cl)c2)c(Cl)c1 | 96 | 102 | 91 | 103 | 90 | 105 | 90 | 97 | 103
11 | Cc1ccc(C2CC(c3cccc(Nc4ccncc4)c3)=NN2c2cc(Cl)cc(Cl)c2)cc1 (stereo not given) | -67* | 83 | -78* | 15 | -7.3* | -43* | -66* | -58* | 15
12 | Cc1c(C(N)=O)sc2c1c(=O)n(Cc1ccccc1)c1nnc(SCC(=O)Nc3ccc(Cl)cc3)n21 | 55 | 25 | 2.8* | 23 | 37 | 51 | 83 | 36 | -80*
13 | COc1cc(/C=C\c2c(-c3cccs3)nc3sccn23)cc(OC)c1OC | 78 | 117 | 105 | 123 | 104 | 113 | 96 | 94 | 101
14 | C=C1C(=O)O[C@H]2[C@H]1CC/C(COC(=O)NCCc1ccc(Br)cc1)=C\CC[C@@]1(C)O[C@@H]21 | 55 | 97 | -72* | / | -47* | -25* | 1.6* | -56* | 30
15 | COc1ccc(S(=O)(=O)N2CCCCCC2)cc1NC(=O)c1[nH]c(C)c2c1CCCCC2=O | 33 | 14 | 24 | 24 | 17 | 27 | 13 | 61 | 37
16 | Cc1cc(NC(=O)c2ccc3noc(-c4ccccc4)c3c2)ccc1N1CCCC1=O | 99 | 113 | 94 | 106 | 105 | 121 | 100 | 96 | 99
17 | Clc1ccc(-c2cn3ccnc3c(-c3ccc4ncn(C5CCCCC5)c4c3)n2)cc1 | 89 | 94 | 93 | 92 | 84 | 100 | 84 | 86 | 95
18 | Cc1cccc(Cc2cnc(NC(=O)c3ccc4nnsc4c3)s2)c1 | 78 | 92 | 88 | 98 | 83 | 95 | 69 | 81 | 98
19 | N#Cc1cccc(COc2ccc(-c3cc(CN4CCN(Cc5ccc(C(F)(F)F)cc5)CC4)no3)cc2F)c1 | 87 | 92 | 39 | 86 | 80 | 93 | 80 | 84 | 55
20 | COc1ccc(C(=O)COC(=O)[C@H](C[Se][Se]C[C@H](NC(=O)c2ccc(Br)cc2F)C(=O)OCC(=O)c2ccc(OC)cc2)NC(=O)c2ccc(Br)cc2F)cc1 | -82* | -92* | -69* | -86* | 11 | -46* | -31* | -60* | -88*
21 | COc1ccc(C(=O)CSc2nc(-c3cc(OC)ccc3OC)c(C#N)c(=O)[nH]2)cc1 | 88[5 µM] | 70[5 µM] | 90[5 µM] | 79[5 µM] | 93[5 µM] | 106[5 µM] | 103[5 µM] | 96[5 µM] | 99[5 µM]
22 | CC(=S)N=Cc1c(C)[nH]n(-c2ccccc2)c1=O | 92 | 97 | 86 | 104 | 87 | 102 | 103 | 97 | 103
23 | CCCc1cc(CN2CCOCC2)c(O)c(CN2CCOCC2)c1O | 115 | 103 | 108 | 115 | 112 | 116 | 106 | 106 | 105
24 | COc1cccc(/C=C/c2nc(=O)c3ccccc3o2)c1OC | / | 104 | 77 | 95 | 65 | 73 | 90 | 79 | 96

# Other results:
cpd | SMILES | KM12 | SK-OV-3 | HCT-116 | IGROV1 | HT29 | COLO 205 | HCT-15 | SW-620 | OVCAR-4
25 | O=[N+]([O-])c1ccc(N/N=C2/CC3CCC2C3)c([N+](=O)[O-])c1 (stereo not given) | 83 | 111 | 89 | 97 | 95 | 107 | 99 | 101 | 100
26 | C/C(=C(\C)c1ccc(N)cc1)c1ccc(N)cc1 | 100 | 86 | 93 | 102 | 85 | 98 | 95 | 108 | 102
27 | CC(N)C#N (stereo not given) | 97 | 106 | 107 | 113 | 105 | 109 | 108 | 105 | 107
28 | COc1ccc(Sc2[nH]c(C(C)=O)c3ccccc23)cc1 | 37 | 19 | 65 | 84 | 48 | -31* | 54 | 59 | 71
29 | CSc1nc2ccccc2s1 | 106 | 106 | 102 | 122 | 137 | 105 | 105 | 102 | 115
30 | CC/C(Br)=C(\Br)Cn1cnc2c(OC)ncnc21 | 108 | 96 | 85 | 83 | 102 | 127 | 90 | 104 | 84
31 | CC(C)(C)c1nn(-c2ccccc2)c2c1C(=O)CSC(c1ccc3c(c1)OCO3)N2 (stereo not given) | 101 | 95 | 86 | 89 | 100 | 113 | 90 | 108 | 103
32 | COC(=O)C1CCCCC1C(=O)OC (stereo not given) | 102 | 98 | 106 | 115 | 108 | 113 | 102 | 102 | 106
33 | Cc1ccc2sc3c(c2c1)Oc1ncnc(N)c1C3c1ccc(Cl)cc1 (stereo not given) | 84 | 86 | 72 | 61 | 101 | 87 | 76 | 91 | 67
34 | CC(C)(O)c1cccc2ccccc12 | 101 | 111 | 95 | 105 | 92 | 121 | 111 | 100 | 110
35 | CC1=NCC2NC(=O)NC(C)=C12 (stereo not given) | 104 | / | 101 | 97 | 108 | 108 | 103 | 100 | 106
36 | COc1ccc(C2C(C#N)=C(N)Oc3c2sc2ccc(C)cc32)cc1 (stereo not given) | 24 | 41 | 22 | 40 | 25 | 37 | 19 | 14 | 63

# Some of the entries above in a different format.
# Below each SMILES – KM12 | SK-OV-3 | HCT-116 | IGROV1 | HT29 | COLO 205 | HCT-15 | SW-620 | OVCAR-4
(28) COc1ccc(Sc2[nH]c(C(C)=O)c3ccccc23)cc1
    37 | 19 | 65 | 84 | 48 | -31* | 54 | 59 | 71
(29) CSc1nc2ccccc2s1
    106 | 106 | 102 | 122 | 137 | 105 | 105 | 102 | 115

# Further records:
cpd | SMILES | KM12 | SK-OV-3 | HCT-116 | IGROV1 | HT29 | COLO 205 | HCT-15 | SW-620 | OVCAR-4
37 | CC(C)(NC(=O)c1ccccc1[N+](=O)[O-])C(=O)O | 107 | 108 | 98 | 101 | 101 | 104 | 101 | 106 | 113
38 | CNN(C)c1ccccc1C | 97 | 97 | 101 | 113 | 104 | 101 | 101 | / | 125
39 | COC(C)CNC1=C(Cl)C(=O)c2ccccc2C1=O (stereo not given) | 91 | 107 | 84 | 107 | 115 | 110 | 96 | 126 | 83
40 | Nc1nnc(Cc2ccccc2)n1N | 102 | 108 | 108 | 108 | / | 116 | 96 | 101 | 106
41 | CC(C)(C)[Si](C)(C)O[C@H]1C(=O)C=CN2CC=C[C@@H]12 | 104[100 µM] | 101[100 µM] | 93[100 µM] | 114[100 µM] | 106[100 µM] | 122[100 µM] | 104[100 µM] | 104[100 µM] | 110[100 µM]
42 | O=C(N=Nc1c(O)[nH]c2ccc(Br)cc12)c1cc(-c2ccc(Cl)cc2)nc2ccccc12 | 50 | 101 | 32 | 60 | 47 | 91 | 18 | 46 | 58
43 | Nc1ncnc2c1N=C(c1ccc(Cl)cc1)CC(c1cccc(Nc3ccnc4cc(Cl)ccc34)c1)N2 (stereo not given) | 56 | 80 | 15 | 67 | 36 | 66 | 21 | 72 | 71
44 | c1ccc(N2CCN(c3nc(-c4cccc5ccccc45)nc4sc5c(c34)CCCCCC5)CC2)cc1 | 108 | 104 | 94 | 97 | 98 | 106 | 96 | 94 | 100
45 | O=C(COc1ccc(Cl)cc1Cl)NCCO | 96 | 99 | 103 | 94 | 93 | 104 | 103 | 108 | 106
46 | O=C(O)c1ccc2c(c1O)C(=O)c1ccccc1C2=O | 94 | 117 | 95 | 97 | 98 | 103 | 90 | 97 | 105
47 | COC(=O)/C=C1\S/C(=N\Nc2ccc([N+](=O)[O-])cc2[N+](=O)[O-])N(Cc2ccccc2)C1=O | 99 | 108 | 95 | 101 | 109 | 113 | 100 | 102 | 98
48 | COc1ccccc1N1CCN(Cc2c[nH]c3c(N4CCCCC4)ncnc23)CC1 | 104 | 103 | 80 | 93 | 57 | 93 | 95 | 95 | 89

# Next section:
cpd | SMILES | KM12 | SK-OV-3 | HCT-116 | IGROV1 | HT29 | COLO 205 | HCT-15 | SW-620 | OVCAR-4
49 | CCNc1ccc(S(=O)(=O)O)cc1C(=O)O | 102 | 105 | 100 | 110 | 98 | 104 | 109 | 101 | 126
50 | O=[N+]([O-])CC(c1ccccc1F)c1c[nH]c2ccccc12 (stereo not given) | 59 | 119 | 65 | 69 | 24 | 80 | 39 | 39 | 97
51 | Cc1ccc2c(n1)C(=O)C(Cl)=C(Nc1ccc(C#N)cc1)C2=O | 102 | 106 | 68 | 68 | 106 | 80 | 1.9* | -23* | -98*
52 | Cc1cc(/C=C/c2ccc(C(F)(F)F)cc2)c2ccccc2n1 | 58 | 56 | 39 | 64 | 52 | 57 | 31 | / | 55
53 | CCOC(=O)/C(C#N)=C\N1CCN(C(=O)CCCl)c2ccccc21 | 115 | 112 | 106 | 117 | 105 | 124 | 101 | 116 | 99
54 | CC(=O)Nc1nc(C)c(C(=O)NNS(=O)(=O)c2ccccc2)s1 | 125 | 109 | 52 | 9.3* | 118 | 119 | 114 | 106 | 112
55 | CCCCC(C)Sc1nc2c([nH]1)c(=S)n(C)c(=O)n2C (stereo not given) | 106 | 134 | 104 | 106 | 95 | 126 | 102 | 108 | 93
56 | ClC1C(Cl)C2CC1C1CC3OC3C21 (stereo not given) | 108 | 106 | 91 | 110 | 87 | 113 | 92 | 108 | 102
57 | NC(CS/C(Cl)=C/Cl)C(=O)O (stereo not given) | 98 | 94 | 84 | 96 | 87 | / | 86 | 104 | 101
58 | CCN1C(=O)N(CC)C2C1NN=c1s/c(=C\c3ccco3)c(=O)n12 (stereo not given) | 16 | 32 | 24 | 37 | 8.6* | -20* | 20 | 20 | 63
59 | O=C1c2c(Cl)c(Cl)c(Cl)c(Cl)c2C(=O)C2(Cl)CC=CCC12Cl (stereo not given) | -6.7* | 105 | -90* | -59* | -39* | -77* | -74* | -69* | -59*
60 | Cc1cccc2c1C(=O)NC2=O | 105 | 92 | 92 | 104 | 98 | 106 | 102 | / | 113

# The list goes on:
cpd | SMILES | KM12 | SK-OV-3 | HCT-116 | IGROV1 | HT29 | COLO 205 | HCT-15 | SW-620 | OVCAR-4
61 | Cc1ccc(C(=O)C[n+]2ccc3ccccc3c2)c(O)c1 | 104 | 92 | 89 | 99 | 99 | 101 | 100 | 98 | 99
62 | CCN(CC)CCCNC(=O)c1ccc(N)cc1 | 107 | 112 | 95 | 100 | 100 | / | 101 | 98 | 114
63 | CCOC(=O)c1cc(C(=O)c2ccc(Br)cc2)n2c1ccc1c3ccccc3ccc12 | 99 | 96 | 94 | 99 | 100 | 110 | 97 | 97 | 100
64 | COc1cc(-c2nn(CNc3ccc(C(C)=O)cc3)c(=S)o2)cc(OC)c1OC | 107 | 107 | 98 | 108 | 95 | 111 | 101 | 109 | 94
65 | CC(=O)Nc1ccc(/C=N/Nc2ccc([N+](=O)[O-])cn2)cc1 | 77 | 88 | 92 | 86 | 96 | 111 | 97 | 109 | 56
66 | O=C(/C=C/c1ccc(N2CCCCC2)cc1)c1cc2ccccc2oc1=O | 105 | 95 | 92 | 69 | 110 | 107 | 96 | 96 | 96
67 | NS(=O)(=O)c1ccc(-c2nonc2Oc2ccccc2)cc1 | 95 | 92 | 95 | 100 | 89 | 96 | 99 | 101 | 93
68 | O=C(O)c1ccc(Oc2ccc([N+](=O)[O-])cc2)c([N+](=O)[O-])c1 | 106 | 115 | 103 | 127 | 113 | 118 | 95 | 105 | 108

# Screens as filed in PubChem BioAssay.
